# Pf growth 96h: P. falciparum growth inhibition at 96 hours | P. falciparum luciferase reporter growth, 96 h | Potency, µM (highest dose often 28.7 µM), without a hit: top-dose activity change, negative = inhibition, hits mostly inhibitors | hit rate 6.9% among 320,000 | AID 504834; also: potency is read from the fitted curve at half-maximal effect; % is scaled to controls: 0 for no effect and ±100 for the full control effect
#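 P. falciparum expressing integrated firefly luciferase grown in erythrocytes (2% hematocrit, 0.05% parasitemia final) with compounds for 96 hours at 37 C, 5% CO2. Growth inhibition read as loss of luminescence after adding luciferase detection reagent.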
# Cycloheximide cs: counter-screen for Shiga toxin inhibitors: cycloheximide protein synthesis inhibition; cell reporter, cycloheximide protein synthesis inhibition counterscreen; hit rate 12% among 300,000; AID 2314; max response, %; in the data active = max response mostly above about 13%, no sharp cut-off; inactive = mostly below about 14%; also: read at 38.3 µM for the half of the compounds with a filed dose; 0% is about no effect
# Tb PYK inh: T. brucei pyruvate kinase inhibition. Q57TT1. TbPYK enzyme, Kinase-Glo Plus ATP luminescence, 45 min. Potency, µM (series often up to 76.8 µM), for the others: top-dose activity, negative = inhibition, most hits filed as inhibitors. hit rate 0.12% among 410,000; also: potency is read from the fitted curve at half-maximal effect; % is scaled to controls: 0 for no effect and ±100 for the full control effect; nearly all actives have a fitted effect of over 50% in size
#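 Glycolytic pyruvate kinase of T. brucei was incubated with substrate, test compound and 130 uM ADP for 45 minutes at room temperature. Luminescent Kinase-Glo Plus signal was measured after 10 minutes.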
# HCV inh: inhibitors of hepatitis C virus infection | hit rate 3.4% among 340,000 | Huh7.5.1 HCVcc-Cre infection, luciferase reporter, 44 h | Potency, µM (top dose mostly 41.8 µM), for the others: at the highest dose activity change, negative = inhibition, hits mostly inhibitors; also: potency is read from the fitted curve at half-maximal effect; % is scaled to controls: 0 for no effect and ±100 for the full control effect
#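 Luciferase read-out (15 sec integration) after a 15 min room-temperature substrate step quantifies HCVcc-Cre infection. Cells, 1,000 per well, had compound added 4 h post-plating, then virus at ~0.5 moi, and were cultured 44 h.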
# LmPK inh: LmPK (Leishmania mexicana) enzyme inhibition; purified LmPK, Kinase-Glo ATP luminescence, 1 h; AID 1721; hit rate 0.37% among 290,000; Q27686; Potency, µM (top dose mostly 57.5 µM), for the others: at the top dose activity change, negative = inhibition, most hits filed as inhibitors; also: potency is read from the fitted curve at half-maximal effect; % is scaled to controls: 0 for no effect and ±100 for the full control effect
# Target sequence (Q27686 whole entry, looked up): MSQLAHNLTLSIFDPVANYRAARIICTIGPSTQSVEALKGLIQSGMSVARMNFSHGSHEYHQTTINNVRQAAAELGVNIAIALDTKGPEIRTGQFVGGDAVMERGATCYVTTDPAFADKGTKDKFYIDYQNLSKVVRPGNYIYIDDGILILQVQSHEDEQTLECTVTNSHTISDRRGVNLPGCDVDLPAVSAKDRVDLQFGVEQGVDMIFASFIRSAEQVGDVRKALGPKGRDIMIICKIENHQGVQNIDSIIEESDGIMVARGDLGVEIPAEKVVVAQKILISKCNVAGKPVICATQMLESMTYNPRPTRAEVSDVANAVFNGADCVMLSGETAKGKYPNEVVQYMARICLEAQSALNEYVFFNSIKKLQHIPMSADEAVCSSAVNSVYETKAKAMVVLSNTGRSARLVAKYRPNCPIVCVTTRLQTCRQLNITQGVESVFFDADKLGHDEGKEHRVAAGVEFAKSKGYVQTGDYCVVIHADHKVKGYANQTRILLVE
#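 ATP generated from ADP (0.1 mM) and PEP (0.5 mM) by 0.1 nM LmPK over 1 h at room temperature (pH 7.2 imidazole buffer) was detected by coupled luciferase luminescence. Values were normalized to uninhibited and no-enzyme wells.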
# Shiga inhibitor: inhibitors of Shiga toxin in Vero cells; Vero cells, Shiga toxin protein synthesis inhibition reporter; inhibition, % at 38.7 µM; hit rate 9.2% among 290,000; AID 2315; in the data active = inhibition mostly above about 28%, no sharp cut-off; inactive = mostly below about 43%; also: 0% is about no effect
# Pf growth 48h: inhibits P. falciparum growth in the first generation, 48 h; Potency, µM (series often up to 28.7 µM), for inactives: at the highest dose activity change, negative = inhibition, usual class: inhibitors; hit rate 5.9% among 310,000; AID 504832; P. falciparum luciferase growth in erythrocytes, 48 h; also: potency is read from the fitted curve at half-maximal effect; % is scaled to controls: 0 for no effect and ±100 for the full control effect
#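 Read-out is firefly luciferase luminescence from an integrated reporter in P. falciparum, so falling signal marks reduced parasite growth. Infected erythrocytes were at 2% hematocrit and 0.1% parasitemia (final) in Albumax-supplemented RPMI 1640.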
# * marks the source's active call; other numbers are inactive results; ? = inconclusive; / = no result given; & = joins results of further samples; [ ] = another dose, or the depositor's remark. Unless noted, calls follow the shape of the dose curve; as a rule, active = well fitted curve in the direction sought with a large enough effect; inconclusive = small, poorly fitted or top-dose-only effect, or another doubt; inactive = no such curve, though single readings can be large; an effect the other way counts as inactive or inconclusive. Compounds as they come; 24% or so of the library scored in one or more.
canonical_smiles,Cycloheximide cs,Shiga inhibitor,LmPK inh,Tb PYK inh,HCV inh,Pf growth 96h,Pf growth 48h
COc1ccc(CCN2C(=O)CC(N3CCN(C/C=C/c4ccccc4)CC3)C2=O)cc1OC (stereo unspecified),-0.6,-10.4,3.4%,1.9%,?,?,?
Cc1c(OCC(=O)N2CCC(C(=O)NCCCC(=O)O)CC2)ccc2c1oc(=O)c1ccccc12,2.0,-2.1,3.6%,0.9%,?,4.5%,-8.4%
O=C(COc1ccc(N2CC(C(=O)O)CC2=O)cc1)Nc1cccc(C(F)(F)F)c1 (stereo unspecified),-1.6,-25.4,-1.0%,16.0%,3.5%,-15.5%,3.6%
Cc1cc(NC(=O)CSc2nnc(CNC(=O)c3ccc(F)cc3)o2)no1,-4.5,-3.8,-5.1%,0.6%,20.2%,41.1%[activator],74.7%[activator]
CCOc1ccc(S(=O)(=O)NCc2ccc(C)cc2)c2cccnc12,-3.5,-10.7,0.7%,0.5%,8.0%,14.7%,-7.8%
CC(=O)NC1C(Oc2ccc(C)cc2)OC2COC(c3ccco3)OC2C1O (stereo unspecified),-5.5,-15.1,-1.3%,-18.0%,-5.6%,57.0%[activator],27.0%
Cc1cc(NC(=O)CN2C(=O)NC(C)(c3ccc(OC(F)F)cc3)C2=O)no1 (stereo unspecified),-2.2,-14.7,2.2%,-2.3%,4.8%,114.9%[activator],23.5%
CCC(c1nnnn1C1CCCC1)N(Cc1cccs1)Cc1cc2cc(C)ccc2[nH]c1=O (stereo unspecified),7.9,-27.3,-0.4%,12.7%,-6.2%&-23.9%,6.8%,?
Cn1nc(-c2ccc(OCC(=O)Nc3ccccc3)cc2)c2ccccc2c1=O,-1.8,-12.9,1.7%,-4.8%,?,?,/
O=C(NC(=S)N1CCN(Cc2ccc3c(c2)OCO3)CC1)c1ccc(Cl)cc1,14.9*,10.5,-6.7%,-19.3%,0.7%,-99.2%,-24.3%
O=C(NCC1CCCCC1)c1ccccc1[N+](=O)[O-],10.1,-4.1,0.1%,6.4%,2.1%,?,32.8%[activator]
CC(NC(C)(C)C)C(=O)c1cccc(Cl)c1 (stereo unspecified),-1.1,-8.3,-5.9%,1.3%,-16.4%[8.37 µM],-11.2%,-6.6%
CCOC(=O)CSc1nc2ccccc2c(=O)n1CCC(=O)NCCc1ccc(OC)c(OC)c1,2.6,1.1,2.9%,7.5%,-7.8%,?,/
COc1ccc(/C=C/C(=O)Nc2sc3c(c2C(=O)NCc2cccnc2)CCCC3)cc1,-1.1,-0.9,3.5%,/,?,?,?
Cc1ccc2sc(NNC(=O)c3ccc4c(c3)OCCO4)nc2c1C,5.2,11.5,-0.8%,-19.8%,2.2%[8.37 µM],?,22.8%
Cc1sc(NC(=S)NC(=O)c2cccs2)nc1-c1ccc(C(C)C)cc1,-1.7,-8.0,1.3%,-16.7%,?,16.7%,11.2%
Cn1cc(CNC(=O)COc2ccc(Cl)cc2Cl)cn1,1.6,-1.0,2.4%,2.2%,3.4%,/,24.7%
CCOc1cc(/C=N/Nc2nc(N3CCCC3)nc(N3CCCC3)n2)ccc1O,0.6,-3.0,4.0%,3.4%,?,?,?
COCc1c(C(=O)N/N=C\c2ccccn2)nnn1-c1nonc1N,-3.7,-16.7,-1.4%,-0.7%,8.2%,0.1%,6.3%
O=C(O)C(c1ccccc1)N1C(=O)/C(=C\c2ccc(O)c(O)c2)SC1=S (stereo unspecified),-2.2,-5.7,-1.1%,-7.5%,15.2%,58.6%[activator],19.1%
Cn1c(C2CCCCC2)nc2cc(N)ccc21,-0.7,-0.7,0.8%,0.2%,4.0%,?,5.3%
CC(C)(C)C(=O)NCCN1C(=O)S/C(=C\c2ccc([N+](=O)[O-])cc2)C1=O,-3.1,14.1,-1.3%,-8.4%,?,?,?
O=C(Nc1c(C(=O)N2CCOCC2)oc2ccccc12)c1ccccc1Cl,7.1,15.9,-5.8%,-5.2%,?,-1.5%,-7.0%
Cc1ccc(-c2n[nH]c(=S)c3ccccc23)cc1S(=O)(=O)NCC1CCCO1 (stereo unspecified),-4.9,-5.5,-1.8%,?,?,4.3%,-4.7%
CCOc1ccc(NC(=O)CS(=O)(=O)c2cn(CC)c3ccccc23)cc1,-1.5,-3.1,5.6%,0.8%,?,?,?
N#C/C(=C\Nc1ccccn1)S(=O)(=O)c1ccc(Cl)cc1,-2.9,-5.8,0.3%,-0.2%,-5.8%,37.0%[activator],33.8%[activator]
Cc1nnn(C23CC4CC(CC(CC(=O)Nc5ccc(C)c(C)c5)(C4)C2)C3)n1,1.1,-15.3,1.2%,-6.3%,-1.5%,11.9%,?
O=C(C1CC1)N1CCc2cc(S(=O)(=O)N3CCCc4ccccc43)ccc21,-2.6,-19.8,1.5%,-23.6%,-6.1%,?,?
COCCOCC(=O)Nc1ccc(S(=O)(=O)Nc2cc(C)nc(C)n2)cc1,-3.1,-5.3,2.3%,9.9%,?,12.1%,-2.3%
O=C(C1CCN(c2nnc(-n3cccc3)s2)CC1)N1CCc2ccccc2C1,-2.9,-12.1,8.5%,-1.5%,-9.7%,2.5%,-25.6%
CCN(CC)C(=O)c1cccc(NC(=O)C2=COCCO2)c1,/,/,/,3.5%,-7.1%,9.3%,7.1%
O=C(O)C1C2CC3CC(C2)CC1(n1ncc(N2CCC4(CC2)OCCO4)c(Cl)c1=O)C3 (stereo unspecified),-1.3,-8.0,-4.8%,-17.3%,3.1%,32.4%[activator],14.1%
O[C@@H]1C2CCCC1[C@]1(O)CCCCC1C2 (stereo partly specified),-1.6,-10.3,-8.9%,-5.8%,20.3%,21.8%,7.6%
Cc1ccccc1N=Nc1c(O)n(C)c2ccccc12,-3.0,-5.6,-5.4%,-16.7%,-2.0%,183.1%[activator],17.3%
COc1ccccc1C1CCN(C(=S)Nc2ccc(Br)cc2)CC1,21.5*,47.5*,1.2%,-0.5%,-22.2%,22.2%,-0.7%
CSc1nc(C)c2c(c1C#N)CCCC2,3.5,10.9,-4.6%,5.6%,-5.5%,/,18.3%
CCOc1ccc(-n2c(C)nc(O)c2N=Nc2ccccc2)cc1,17.3*,67.4,4.1%,0.0%,-0.5%,-12.9%,52.2%[activator]
CNC(=O)c1[nH]cnc1C(=O)Nc1ccc(C)cc1,9.1,8.5,1.7%,4.9%,-2.0%,-8.6%,13.5%
Cc1ccc(O)c(C(=O)c2cnn(-c3ccccc3)c2)c1,26.9*,108.4*,0.0%,?,?,/,96.8%[activator]
CCc1ccc(-n2c(=O)c3ccccc3n3c(=S)[nH]nc23)cc1,-2.6,-2.4,0.3%,-25.9%,14.8%,23.2%,/
CC(Oc1ccc(C(=O)NCCc2ccccc2)cc1)C(=O)O (stereo unspecified),9.5,-8.9,6.8%,-3.9%,13.9%,/,38.8%[activator]
Cc1ccc2c(c1)c1nc3ccccc3nc1n2CCN1CCOCC1,10.9*,6.2,1.8%,2.1%,12.6µM*,/,18.4%
O=C(O)CCc1ccc(NCc2cccc(Oc3ccccc3)c2)cc1,-6.8,-13.8,/,0.0%&0.8%,/,/,/
CC(C)Oc1cccc(NC(=O)c2cccn(Cc3ccc4c(c3)OC(F)(F)O4)c2=O)c1,10.3,-6.4,2.4%,-19.1%,-27.9%,?,?
O=C(NCCc1cccc(Cl)c1)c1cccs1,66.9*,100.8*,-1.1%,-0.8%,-9.6%,?,63.7%[activator]
O=C(Cn1cnc2c(cnn2-c2ccc(Cl)cc2)c1=O)NCC1CCCO1 (stereo unspecified),-4.6,-22.0,1.7%,-5.7%,17.6%,/,10.0%
Cc1cc(C)c([N+](=O)[O-])cc1-c1ccc(/C=N/c2c(-c3ccco3)nc3ccccn23)o1,-1.2,3.3,-21.7%,-8.0%,-19.3%,?,?
Cc1cnc(NC(=O)CCN2C(=O)C3CCCCC3C2=O)s1 (stereo unspecified),7.0,11.4,-3.4%,-12.3%,27.8%,-22.3%,38.7%[activator]
C=CCn1ccc(O)c(Cc2ccc(Cl)cc2)c1=O,-3.3,-10.2,-2.0%,2.7%,7.7%,4.0%,-2.4%
Cn1c(=S)n(CCC(=O)O)c2ccccc21,3.2,4.4,0.8%,1.1%,-1.1%,16.6%,11.8%
CN1CCN(C(=O)c2ccc3c(c2)NC(=O)C(C)(C)O3)CC1,1.1,25.3,0.6%,6.9%,18.0%,-13.9%,10.3%
Cc1ccc(NC(=O)NC(=O)COc2ccc(Cl)cc2Cl)c(C)c1,-2.9,-11.5,1.7%,-4.4%,4.8%,417.1%[activator],2.7%
CC(C)(C)c1csc(NC(=O)CCc2ccccc2)n1,24.6*,/,-2.3%,4.8%,?,?,-20.5%
Cc1ccc(CS(=O)(=O)Cc2ccc(C(=O)NCCCN3CCOCC3)o2)cc1,6.2,-3.3,-1.3%,2.2%,9.2%,0.7%,22.6%
O=c1oc2c(Cl)cc(Cl)cc2cc1-c1nnc(Nc2ccccc2F)s1,3.2,-12.8,-1.0%,/,/,-0.1%,13.6%
Cc1ccc2nc(SCC(=O)N3CCN(c4ccccc4)CC3)nc(=O)n2c1,/,/,/,-5.3%,?,?,-10.8%

# Next part.
canonical_smiles,Cycloheximide cs,Shiga inhibitor,LmPK inh,Tb PYK inh,HCV inh,Pf growth 96h,Pf growth 48h
CCN(CC)P(=S)(c1c(C)nc2ccccn12)c1c(C)nc2ccccn12,-5.0,-9.4,2.7%,-29.4%,-30.0%,-32.3%,0.0%
Cc1ccc(S(=O)(=O)NNC(=O)c2ccc3ccccc3n2)cc1,-3.0,8.0,1.4%,-3.0%,8.9%,?,-2.3%
C/C(=N\NC(=O)c1cccc(S(=O)(=O)N2CCOCC2)c1)c1ccc(OCC(=O)N(C)C)cc1,/,/,/,1.3%,-22.4%,-14.0%,-8.9%
COc1cccc(C(=O)O[C@@H]2[C@H](Cc3ccccc3)NS(=O)(=O)[C@H]3C[C@@H]4C=C[C@]23O4)c1,/,/,/,-6.2%,-0.2%,?,?
O=C(NN1C(=O)C2C(C1=O)C1C=CC2C12CC2)c1cccc(Cl)c1 (stereo unspecified),-2.5,19.5,4.3%,-0.8%,24.1%,?,0.7%
C=CC[n+]1cccc(-c2cc3ccc(C)cc3[nH]2)c1,-2.2,17.8,-4.2%,8.9%,-8.5%,5.22µM*,?
Cc1c(CCC(=O)N2CCC(C(=O)NCCCCCC(=O)O)CC2)c(=O)oc2cc3oc4c(c3cc12)CCCC4,1.6,-3.9,5.9%,0.3%,-0.3%,-13.8%,-18.1%

# Part of the list above in another layout:
# Values run as follows: Cycloheximide cs | Shiga inhibitor | LmPK inh | Tb PYK inh | HCV inh | Pf growth 96h | Pf growth 48h
- C/C(=N\NC(=O)c1cccc(S(=O)(=O)N2CCOCC2)c1)c1ccc(OCC(=O)N(C)C)cc1
→ / | / | / | 1.3% | -22.4% | -14.0% | -8.9%
- COc1cccc(C(=O)O[C@@H]2[C@H](Cc3ccccc3)NS(=O)(=O)[C@H]3C[C@@H]4C=C[C@]23O4)c1
→ / | / | / | -6.2% | -0.2% | ? | ?

# Source: PubChem BioAssay
